HRas wt GTP: changes GTP binding to wildtype human HRas | GST-Ras wt beads, Bodipy-FL-GTP binding, flow cytometry; actives lie on both sides | GTP binding activity, % at 10 µM | actives 0.14% (n = 190,000) | AID 759;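 active means GTP binding activity at least 20% away from the 100% baseline, either lowered as inhibitor or raised as activator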;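 further: 0% = unlabeled GTP competition control and 100% = no-compound control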
Target sequence (P01112 whole entry, looked up): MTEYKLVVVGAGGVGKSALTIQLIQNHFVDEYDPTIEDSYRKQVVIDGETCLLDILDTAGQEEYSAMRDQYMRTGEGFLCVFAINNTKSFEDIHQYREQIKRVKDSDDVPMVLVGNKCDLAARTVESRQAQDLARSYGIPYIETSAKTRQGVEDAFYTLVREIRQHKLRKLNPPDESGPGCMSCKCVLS
Mcl1-Bid inh: disrupts binding of human Mcl-1 to Bid peptide | actives 0.97% (n = 220,000) | inhibition, % at 21.7 µM | Q07820 | TR-FRET Mcl-1/Bid-Dy647 peptide binding, 1536-well;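 active means compounds that cut the binding signal by more than half at the single screening dose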;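 further: His-tagged Mcl-1 with europium anti-His antibody binding Bid BH3 peptide; 0% = Mcl-1 plus peptide wells and 100% = peptide-only wells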
Target sequence (Q07820 whole entry, looked up): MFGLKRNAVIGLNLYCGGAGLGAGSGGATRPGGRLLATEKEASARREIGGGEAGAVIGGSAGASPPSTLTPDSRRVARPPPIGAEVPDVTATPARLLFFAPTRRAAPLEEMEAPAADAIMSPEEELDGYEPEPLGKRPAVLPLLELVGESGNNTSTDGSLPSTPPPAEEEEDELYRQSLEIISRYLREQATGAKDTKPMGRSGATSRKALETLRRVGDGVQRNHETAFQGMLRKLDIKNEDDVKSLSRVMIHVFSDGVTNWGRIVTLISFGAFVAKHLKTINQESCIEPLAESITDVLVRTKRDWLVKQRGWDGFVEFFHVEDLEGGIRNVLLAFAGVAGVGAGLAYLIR
GSH bead fluor: compound fluoresces at 488/530 nm on GSH beads; GSH beads flow cytometry, compound fluorescence 488/530 nm; active compounds read high; fluorescence (KMESF) at 10 µM; actives 0.25% (n = 190,000); in the data active means fluorescence above about 89;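 further: glutathione beads carrying GST-tagged Bcl family fusion proteins plus one bare bead set; values are compound well signal with DMSO vehicle wells as background; inactives centre near 16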
Rab2 wt GTP: changes GTP binding to wildtype dog Rab2A, up or down | P61105 | GST-Rab2 wt beads, Bodipy-GTP binding, flow cytometry | GTP binding activity, % at 10 µM | actives 0.19% (n = 190,000) | AID 760;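 active means GTP binding activity at least 20 points away from 100%, either lowered or raised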;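 further: 0% = beads with excess unlabeled GTP and 100% = no-compound control corrected for plate trend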
Rac1 act GTP bind: human Rac1 activated mutant GTP binding change; GST-Rac1 activated beads, fluorescent GTP binding, flow cytometry; actives lie on both sides; 100% means binding = to untreated wells; P63000; percent activity (GTP binding), % at 10 µM; actives 0.11% (n = 190,000);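 active means GTP binding at least 20 percentage points away from the 100% baseline, in either direction, so actives lie on both sides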
Cdc42 wt: human Cdc42 wildtype GTP binding change, either direction; AID 761; percent activity (GTP binding), % at 10 µM; GST-Cdc42 beads, Bodipy-GTP binding, flow cytometry; actives lie on both sides; actives 0.2% (n = 190,000); P60953;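 active means percent activity GTP binding at least 20 points away from the 100% baseline, either down as inhibitor or up as activator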;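 further: median bead fluorescence of bound Bodipy-FL-GTP at 100 nM; 0% = excess unlabeled GTP control and 100% = no compound control; below 100% means less GTP binding so inhibitor and above means activator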
Target sequence (P60953 whole entry, looked up): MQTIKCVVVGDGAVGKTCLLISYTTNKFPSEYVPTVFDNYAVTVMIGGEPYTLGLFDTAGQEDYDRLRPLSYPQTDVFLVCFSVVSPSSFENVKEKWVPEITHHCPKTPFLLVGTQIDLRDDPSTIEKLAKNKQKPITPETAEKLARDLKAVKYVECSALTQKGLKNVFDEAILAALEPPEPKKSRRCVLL
Avidin bead fluor: compound fluoresces at 488/530 nm on avidin beads; AID 1775; fluorescence (KMESF) at 10 µM; compound fluorescence 488/530 nm, flow cytometry; active compounds read high; actives 0.38% (n = 220,000); in the data active means fluorescence above about 47; further: inactives centre near 10
Pf gamet viab: kills late stage P. falciparum gametocytes; P. falciparum stage V gametocytes, ATP luminescence, 24 h; inhibition, % at 10.9 µM; actives 0.065% (n = 150,000); AID 743093;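 active means inhibition above the mean plus 3 SD of compounds within the control limits, set per campaign, cut at about 38% in these data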;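 further: 0% = DMSO wells and 100% = medium only without gametocytes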
Rac1 wt modul: alters GTP binding to wildtype human Rac1 | GST-Rac1 beads, fluorescent GTP binding, flow cytometry; actives lie on both sides; 0 = cold GTP competed, 100 = untreated | GTP binding activity (% of control), % at 10 µM | actives 0.27% (n = 190,000);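 active means GTP binding activity at least 20 points away from the 100% control level, either lower or higher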
Rab7 wt modul: modulators of GTP binding to dog Rab7 wildtype GTPase. GST-Rab7 beads, fluorescent GTP binding, flow cytometry; actives lie on both sides; untreated = 100%, excess cold GTP = 0%. GTP binding activity (percent of control), % at 10 µM. actives 0.055% (n = 190,000). AID 758;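 active means fluorescent GTP binding to Rab7 beads changed by at least 20 points from the 100% baseline, either direction, mostly lower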;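 further: median green fluorescence of bound Bodipy-FL-GTP per Rab7 bead population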
Mcl1-Noxa inh: Mcl-1/Noxa interaction inhibition | actives 1.5% (n = 220,000) | inhibition, % at 21.7 µM | TR-FRET Mcl-1/Noxa peptide binding, 2 h;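 active means compounds that cut the protein-peptide binding signal by more than 50% relative to plate controls in a single-dose test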;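 further: His-tagged Mcl-1 with rhodamine Noxa BH3 peptide and terbium anti-His antibody; 0% = Mcl-1 plus Noxa peptide wells and 100% = peptide-only wells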
* hit, by the source's call. Rows are unselected; overall some 3% were active at least once.

How did CCCCOc1ccc(NC(=O)CCSc2nccn2C)cc1 do in these assays?
HRas wt GTP: 98; Mcl1-Bid inh: -68; GSH bead fluor: 23; Rab2 wt GTP: 97; Rac1 act GTP bind: 96; Cdc42 wt: 100; Avidin bead fluor: 9; Pf gamet viab: 9; Rac1 wt modul: 97; Rab7 wt modul: 98; Mcl1-Noxa inh: 19

Results for CC(=N\Nc1ccc(Cl)cc1)/C(=N/O)C(=O)Nc1ccccc1 ?
HRas wt GTP: 97; Mcl1-Bid inh: -13; GSH bead fluor: 12; Rab2 wt GTP: 92; Rac1 act GTP bind: 93; Cdc42 wt: 97; Avidin bead fluor: 25; Pf gamet viab: -24; Rac1 wt modul: 95; Rab7 wt modul: 94; Mcl1-Noxa inh: -10

How did C1=C(C(c2nnnn2C2CCCCC2)N2CCCCC2)COc2ccccc21 (stereo not given) do in these assays?
HRas wt GTP: 103; Mcl1-Bid inh: -4; GSH bead fluor: 16; Rab2 wt GTP: 100; Rac1 act GTP bind: 101; Cdc42 wt: 102; Avidin bead fluor: 18; Rac1 wt modul: 107; Rab7 wt modul: 97; Mcl1-Noxa inh: 17

How did CN1CCN(C(=O)C2=C[C@H](c3csc4ccccc34)C[C@H](OCCCCO)O2)CC1 do in these assays?
HRas wt GTP: 96; Mcl1-Bid inh: -6; GSH bead fluor: 20; Rab2 wt GTP: 96; Rac1 act GTP bind: 97; Cdc42 wt: 95; Avidin bead fluor: 5; Pf gamet viab: 14; Rac1 wt modul: 97; Rab7 wt modul: 95; Mcl1-Noxa inh: -9

How did C(=N\NC1=Nc2cccc3cccc1c23)/c1ccccn1 do in these assays?
HRas wt GTP: 97; Mcl1-Bid inh: -37; GSH bead fluor: 15; Rab2 wt GTP: 95; Rac1 act GTP bind: 97; Cdc42 wt: 94; Avidin bead fluor: 10; Pf gamet viab: 11; Rac1 wt modul: 97; Rab7 wt modul: 97; Mcl1-Noxa inh: -1

Results for Cn1cc(C(=O)NCc2ccc(F)cc2)c(=O)c2cc(S(=O)(=O)N3CCCCC3)ccc21 ?
HRas wt GTP: 101; Mcl1-Bid inh: 15; GSH bead fluor: 22; Rab2 wt GTP: 98; Rac1 act GTP bind: 101; Cdc42 wt: 98; Avidin bead fluor: 13; Pf gamet viab: -9; Rac1 wt modul: 102; Rab7 wt modul: 99; Mcl1-Noxa inh: 34

What do the screens show for `C=CCSc1nc2sc3c(c2c(=O)n1CC=C)CCc1ccccc1-3`?
HRas wt GTP: 99; Mcl1-Bid inh: -4; GSH bead fluor: 12; Rab2 wt GTP: 98; Rac1 act GTP bind: 98; Cdc42 wt: 97; Avidin bead fluor: 8; Pf gamet viab: 10; Rac1 wt modul: 104; Rab7 wt modul: 97; Mcl1-Noxa inh: 12

Results for Cc1ccccc1-n1ncc2c(SCC(=O)NCc3cccs3)ncnc21 ?
HRas wt GTP: 97; Mcl1-Bid inh: 13; GSH bead fluor: 9; Rab2 wt GTP: 95; Rac1 act GTP bind: 94; Cdc42 wt: 98; Avidin bead fluor: 34; Rac1 wt modul: 97; Rab7 wt modul: 93; Mcl1-Noxa inh: 5

How did CCc1ccc(C(=O)CSc2nnc(C)c(=O)[nH]2)cc1 do in these assays?
HRas wt GTP: 100; Mcl1-Bid inh: 6; GSH bead fluor: 38; Rab2 wt GTP: 100; Rac1 act GTP bind: 96; Cdc42 wt: 100; Avidin bead fluor: 12; Pf gamet viab: -21; Rac1 wt modul: 105; Rab7 wt modul: 101; Mcl1-Noxa inh: 13

How did CN(C1CCCCC1)S(=O)(=O)c1ccc(C(=O)N2CCN(c3nc4ccccc4s3)CC2)cc1 do in these assays?
HRas wt GTP: 100; Mcl1-Bid inh: 0; GSH bead fluor: 11; Rab2 wt GTP: 100; Rac1 act GTP bind: 100; Cdc42 wt: 98; Avidin bead fluor: 7; Pf gamet viab: 11; Rac1 wt modul: 101; Rab7 wt modul: 102; Mcl1-Noxa inh: 12

What do the screens show for `Cc1cc2oc(C(=O)N(Cc3ccccc3)C3CCS(=O)(=O)C3)cc(=O)c2cc1Cl` (stereo not given)?
HRas wt GTP: 100; Mcl1-Bid inh: 13; GSH bead fluor: 11; Rab2 wt GTP: 99; Rac1 act GTP bind: 99; Cdc42 wt: 100; Avidin bead fluor: 10; Rac1 wt modul: 106; Rab7 wt modul: 97; Mcl1-Noxa inh: 0

How did CC(C)Oc1cc(N)c(Cl)cc1Cl do in these assays?
HRas wt GTP: 95; Mcl1-Bid inh: -5; GSH bead fluor: 11; Rab2 wt GTP: 96; Rac1 act GTP bind: 93; Cdc42 wt: 94; Avidin bead fluor: 15; Pf gamet viab: 5; Rac1 wt modul: 91; Rab7 wt modul: 97; Mcl1-Noxa inh: -5

Results for N#CC1=C(N)OC2=C(C(=O)CCC2)C1c1ccoc1 (stereo not given) ?
HRas wt GTP: 101; Mcl1-Bid inh: -40; GSH bead fluor: 11; Rab2 wt GTP: 98; Rac1 act GTP bind: 95; Cdc42 wt: 98; Avidin bead fluor: 11; Pf gamet viab: 8; Rac1 wt modul: 100; Rab7 wt modul: 106; Mcl1-Noxa inh: 1

How did Cc1nn(C)cc1CNCc1ccc(OCC(O)CN(C)Cc2ccccc2)cc1 (stereo not given) do in these assays?
HRas wt GTP: 91; Mcl1-Bid inh: -13; GSH bead fluor: 15; Rab2 wt GTP: 94; Rac1 act GTP bind: 94; Cdc42 wt: 97; Avidin bead fluor: 11; Pf gamet viab: 5; Rac1 wt modul: 92; Rab7 wt modul: 93; Mcl1-Noxa inh: 1

Results for O=C(NC1CC2CCCC(C1)N2S(=O)(=O)c1ccccc1)C1CCCCC1 (stereo not given) ?
HRas wt GTP: 99; Mcl1-Bid inh: -18; GSH bead fluor: 13; Rab2 wt GTP: 98; Rac1 act GTP bind: 96; Cdc42 wt: 99; Avidin bead fluor: 29; Rac1 wt modul: 100; Rab7 wt modul: 97; Mcl1-Noxa inh: 3

What do the screens show for `Cc1cc(C)cc(NC(=S)NN)c1`?
HRas wt GTP: 96; Mcl1-Bid inh: -66; GSH bead fluor: 12; Rab2 wt GTP: 103; Rac1 act GTP bind: 95; Cdc42 wt: 99; Pf gamet viab: 14; Rac1 wt modul: 100; Rab7 wt modul: 109; Mcl1-Noxa inh: 1

How did Cc1ccc(S(=O)(=O)N2CCN(Cc3cc(C(C)C)ccc3O)CC2)cc1 do in these assays?
HRas wt GTP: 103; Mcl1-Bid inh: -22; GSH bead fluor: 22; Rab2 wt GTP: 101; Rac1 act GTP bind: 100; Cdc42 wt: 99; Avidin bead fluor: 27; Rac1 wt modul: 104; Rab7 wt modul: 103; Mcl1-Noxa inh: 8

What do the screens show for `Fc1ccccc1N1CCN(C(c2ccncc2)c2nnnn2C2CCCC2)CC1` (stereo not given)?
HRas wt GTP: 97; Mcl1-Bid inh: -22; GSH bead fluor: 41; Rab2 wt GTP: 98; Rac1 act GTP bind: 96; Cdc42 wt: 99; Avidin bead fluor: 5; Pf gamet viab: -11; Rac1 wt modul: 98; Rab7 wt modul: 99; Mcl1-Noxa inh: 6

What do the screens show for `Cc1ccnc(SCC(=O)N2CCC(C(N)=O)CC2)n1`?
HRas wt GTP: 99; Mcl1-Bid inh: -17; GSH bead fluor: 27; Rab2 wt GTP: 101; Rac1 act GTP bind: 101; Cdc42 wt: 100; Avidin bead fluor: 9; Pf gamet viab: 1; Rac1 wt modul: 102; Rab7 wt modul: 101; Mcl1-Noxa inh: 19

How did COc1cc(NC(=O)CN(C)Cc2cccc(F)c2)c(C)cc1[N+](=O)[O-] do in these assays?
HRas wt GTP: 96; Mcl1-Bid inh: -5; GSH bead fluor: 10; Rab2 wt GTP: 98; Rac1 act GTP bind: 95; Cdc42 wt: 96; Avidin bead fluor: 20; Pf gamet viab: -14; Rac1 wt modul: 97; Rab7 wt modul: 96; Mcl1-Noxa inh: 9

How did FC(F)(F)c1cccc(CN2CCCCCC2)c1 do in these assays?
HRas wt GTP: 102; Mcl1-Bid inh: 52*; GSH bead fluor: 25; Rab2 wt GTP: 100; Rac1 act GTP bind: 101; Cdc42 wt: 102; Avidin bead fluor: 22; Pf gamet viab: -27; Rac1 wt modul: 104; Rab7 wt modul: 105; Mcl1-Noxa inh: 21

Results for O=C(CCC(=O)N1CCN(S(=O)(=O)c2cccc(F)c2)CC1)c1cccs1 ?
HRas wt GTP: 93; Mcl1-Bid inh: -11; GSH bead fluor: 20; Rab2 wt GTP: 92; Rac1 act GTP bind: 93; Cdc42 wt: 93; Avidin bead fluor: 11; Pf gamet viab: 1; Rac1 wt modul: 94; Rab7 wt modul: 92; Mcl1-Noxa inh: 12

How did COc1ccc(C(=O)Nc2sc3c(c2C(=O)NCc2ccco2)CCCC3)cc1OC do in these assays?
HRas wt GTP: 99; Mcl1-Bid inh: 27; GSH bead fluor: 11; Rab2 wt GTP: 98; Rac1 act GTP bind: 98; Cdc42 wt: 101; Avidin bead fluor: 9; Rac1 wt modul: 100; Rab7 wt modul: 97; Mcl1-Noxa inh: 11

Results for FC(F)(F)c1ccc(/C=N/N2CCN(Cc3cccc4ccccc34)CC2)cc1 ?
HRas wt GTP: 99; Mcl1-Bid inh: -71; GSH bead fluor: 9; Rab2 wt GTP: 96; Rac1 act GTP bind: 99; Cdc42 wt: 99; Avidin bead fluor: 12; Pf gamet viab: -13; Rac1 wt modul: 100; Rab7 wt modul: 93; Mcl1-Noxa inh: -5

Results for O=C(COc1ccc(S(=O)(=O)NC2CCCCC2)cc1Cl)NCc1cccnc1 ?
HRas wt GTP: 99; Mcl1-Bid inh: 24; GSH bead fluor: 12; Rab2 wt GTP: 99; Rac1 act GTP bind: 98; Cdc42 wt: 99; Avidin bead fluor: 7; Rac1 wt modul: 106; Rab7 wt modul: 99; Mcl1-Noxa inh: 24

How did CC1CCN(C(=O)CSCC(=O)O)CC1 do in these assays?
HRas wt GTP: 98; Mcl1-Bid inh: -12; GSH bead fluor: 10; Rab2 wt GTP: 98; Rac1 act GTP bind: 96; Cdc42 wt: 96; Avidin bead fluor: 9; Rac1 wt modul: 104; Rab7 wt modul: 99; Mcl1-Noxa inh: 15

Results for CCCCn1c(SC(C)C(=O)c2ccc(OC)cc2)nc2cc(S(N)(=O)=O)ccc21 (stereo not given) ?
HRas wt GTP: 103; Mcl1-Bid inh: -8; GSH bead fluor: 11; Rab2 wt GTP: 101; Rac1 act GTP bind: 101; Cdc42 wt: 102; Avidin bead fluor: 13; Rac1 wt modul: 103; Rab7 wt modul: 100; Mcl1-Noxa inh: 10

Screens (PubChem)
